Screening results as filed in PubChem.
TROY NFkB inh – inhibitors of TROY-dependent NF-kB signaling | Q293 LMP1-TROYcd NF-kB luciferase reporter, 4 h | inhibition, % at 10 µM | 360,000 compounds, 0.98% hits | AID 1347056;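 active means compounds whose plate-normalised and pattern-corrected inhibition of the luciferase reporter signal at the single screening dose is 50% or more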
Shn3 inh set2 – Schnurri-3 reporter inhibition in Clone20 osteoblasts; Clone20 osteoblast Shn3 3'UTR firefly luciferase, 24 h; inhibition, % at 12.5 µM; 360,000 compounds, 0.52% hits; AID 588674;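 active means mean inhibition of at least 75% with every replicate also reaching 75%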;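 further: 0% = median of neutral control wells and 100% = pilot-screen positive control compound; some compounds past the cut are filed as inactive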
MITF TRPM1 inh – MITF TRPM1 promoter inhibition in SK-MEL-5 cells; SK-MEL-5 TRPM1 promoter luciferase, 24 h; inhibition, % at 12.5 µM; 330,000 compounds, 0.83% hits; AID 488899;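 active means mean inhibition across replicates of 60% or more, whatever share of single replicates reaches that level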; further: values of inactives mirror those of a sister screen read the other way
Peg3 prom inh – reduces Peg3 promoter-driven luciferase expression in HeLa | HeLa PEG-Prom luciferase reporter, luminescence, overnight | inhibition, % at 20 µM | 360,000 compounds, 1.7% hits | AID 588405;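 active means inhibition of at least 50% at 20 µM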
TRAIL sens C8 – caspase-8 TRAIL sensitization; inhibition (viability loss, TRAIL sensitization), % at 10 µM; 360,000 compounds, 1% hits; NB7+C8 cells + TRAIL, ATPlite viability luminescence; AID 624354;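 active means compounds causing at least 50% loss of cell viability in the single-dose screen, relative to plate controls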
TWEAK-Fn14 inh – TWEAK-Fn14 signaling inhibition; inhibition, % at 10 µM; TWEAK-stimulated Fn14 reporter cells, luciferase luminescence, 8 h; 360,000 compounds, 2% hits; AID 1159606; in the data active means inhibition above about 50%
CF NFkB block – inhibitors of cystic fibrosis induced NF-kB; KKLEB NF-kB-GFP reporter, PAF-induced, GFP fluorescence overnight; inhibition, % at 5 µM; 360,000 compounds, 0.86% hits; AID 588850;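 active means at least 50% inhibition at 5 µM, scaled per plate between neutral and stimulator controls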;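 further: PAF is a Pseudomonas aeruginosa culture filtrate used as stimulus; plate controls were PAF-stimulated DMSO wells for no effect and unstimulated DMSO wells for full effect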
NR2E3 ag-1 – activates human photoreceptor nuclear receptor NR2E3 | Q9Y5X4 | GST-NR2E3/biotin-RetCOR TR-FRET, 1536-well | inhibition of corepressor binding, % at 4.78 µM | 320,000 compounds, 0.12% hits | AID 2300;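 active means percent inhibition above the cutoff of mean plus 3 SD of all tested compounds, set per screening campaign, cut at about 20% in these data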;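 further: 0% = DMSO wells and 100% = biotin wells as full block of FRET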
Target sequence (Q9Y5X4 whole entry, looked up): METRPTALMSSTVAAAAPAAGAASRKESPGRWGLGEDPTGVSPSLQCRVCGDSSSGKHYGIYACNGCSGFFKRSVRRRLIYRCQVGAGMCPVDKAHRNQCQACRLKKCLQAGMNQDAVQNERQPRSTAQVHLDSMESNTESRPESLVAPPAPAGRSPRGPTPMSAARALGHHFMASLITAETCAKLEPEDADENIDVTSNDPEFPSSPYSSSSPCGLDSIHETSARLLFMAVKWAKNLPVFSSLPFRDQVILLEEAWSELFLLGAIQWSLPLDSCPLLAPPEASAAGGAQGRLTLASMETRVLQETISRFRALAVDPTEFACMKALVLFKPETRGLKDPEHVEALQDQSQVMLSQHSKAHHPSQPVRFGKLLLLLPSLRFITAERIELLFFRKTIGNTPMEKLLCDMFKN
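Material: NR2E3–RetCOR corepressor complex | Quantity: 1.35 nM GST-tagged NR2E3 final | Schedule: 5 h at 4 °C | Replication: Singlicate compound wells | Reagent: RetCOR corepressor, biotinylated, 7 nM | Controls: Biotin wells as high control, 0.6% DMSO wells as low control | Signal: TR-FRET, Eu(K)-anti-GST donor, streptavidin-D2 acceptor, ex 340, em 617/671 nm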
HIF-2a block – HIF-2a inhibition; 786-0 RCC cells HIF-2a reporter, luciferase luminescence, overnight; inhibition, % at 18.8 µM; 360,000 compounds, 0.72% hits;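 active means inhibition of the luminescence signal of 40% or more relative to plate controls, in a single-dose primary screen at 18.75 µM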
KKLEB cytotox – CF airway cell cytotoxicity counter-screen; KKLEB CF airway cells viability, ATPlite luminescence, overnight; hits give low values; cells stimulated with P. aeruginosa culture filtrate; activity change (cytotoxicity), % at 5 µM; 360,000 compounds, 0.36% hits;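 active means corrected activity change at or below -50% at 5 µM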
NR2E3 ag-2 – activates human NR2E3 receptor. Q9Y5X4. CHO-S Gal4-NCOR/VP16-NR2E3 two-hybrid, luciferase. 360,000 compounds, 0.35% hits. inhibition of corepressor binding, % at 3.98 µM. AID 602229;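 active means inhibition above the mean of all tested compounds plus 3 SD, cut at about 70% in these data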;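 further: 0% = DMSO with NR2E3 transfected cells and 100% = cells lacking NR2E3 construct; higher means lower luciferase signal from less NR2E3 corepressor binding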
* hit, by the source's call; . = no result given. The list is partial (hit frequency here may not be typical).

Value order – TROY NFkB inh	Shn3 inh set2	MITF TRPM1 inh	Peg3 prom inh	TRAIL sens C8	TWEAK-Fn14 inh	CF NFkB block	NR2E3 ag-1	HIF-2a block	KKLEB cytotox	NR2E3 ag-2
C[C@@H]1O[C@@H](O[C@H]2[C@H](O[C@H]3C[C@]4(C)C(C[C@@H](O)C5C([C@]6(C)CC[C@@H](C(C)(C)O)O6)CC[C@]54C)[C@@]4(C)CC[C@H](O)C(C)(C)C34)O[C@H](CO)[C@@H](O)[C@@H]2O)[C@H](O)[C@H](O)[C@H]1O (stereo partly drawn)
 : 2	18	0	-9	-4	19	-20	.	8	-2	-12
CCC1=C(OC(=O)N(CC)CC)N2C(=O)OC(=NCCc3c[nH]c4ccccc34)[C@]2(C)[C@H]2C1=CC[C@H]1C(=O)N(C)C(=O)[C@H]12
 : -3	-1	0	-13	-5	11	-8	3	3	-12	-25
Cc1ccc(S(=O)(=O)Nc2cccc(C(=O)NCC(c3ccco3)N3CCCC3)c2)cc1F (stereo not drawn)
 : 4	12	-6	7	1	12	9	0	12	2	-3
CCC(C)NC(=O)CN1C(=O)CSc2ccc(S(=O)(=O)N3CCCC3)cc21 (stereo not drawn)
 : 3	-9	2	-5	5	5	10	1	2	5	-27
Cc1ccc2c(cnn2C(=O)CCC(=O)N2CCCCC2C)c1 (stereo not drawn)
 : -74	-23	.	-10	-18	-11	-27	1	7	11	-12
CCCc1nnc(NC(=O)CCC(=O)NC2CCCCC2)s1
 : -7	2	-3	-11	17	-2	-14	-1	3	11	1
Cc1ccc2cc(CCNS(=O)(=O)c3ccc(F)cc3)c(=O)[nH]c2c1
 : -11	6	8	12	0	14	-16	3	10	3	16
CCn1cc(CCC(=O)NCCc2ccccc2)c2ccccc21
 : -31	5	-9	-54	13	-14	0	-2	-35	14	-19
CC(C)(C)N1C(=O)[C@H]2[C@@H](c3ccc(Br)cc3)N3C(=O)N(c4cccc(Cl)c4)C(=O)[C@@]3(C)[C@H]2C1=O
 : -1	-8	8	17	-2	21	-6	3	18	-17	5
Cn1c(SCC(=O)Nc2ccc(N3CCOCC3)cc2)nnc1-c1ccccc1
 : 4	6	4	2	-19	4	0	3	-43	1	19
O=C(NC1CCN(C(=S)Nc2ccccc2Cl)CC1)C1CCCCC1
 : -10	16	4	4	-22	12	0	1	-3	2	-9
Cc1c(C(=O)N2CCC(C)(C(=O)NS(=O)(=O)C3CC3)C2)oc2ccccc12 (stereo not drawn)
 : 13	-7	.	9	-26	-26	-24	.	8	-2	-1
CC(=O)Nc1ccc(C(=O)OCC(=O)c2cccc([N+](=O)[O-])c2)cc1
 : -21	-5	0	-5	1	14	14	5	6	-1	-16
Cc1c(NS(=O)(=O)c2cccc(C(=O)O)c2)c(=O)n(-c2ccccc2)n1C
 : -10	-9	1	-4	-7	-11	-22	2	-8	12	-1
Cc1cccc(C)c1OC(=O)CSc1nnc(-c2ccccc2O)o1
 : 3	8	6	13	-10	-5	6	4	17	-13	16
CCCNC(=O)c1cc(C2CCCN(C(=O)C3CCCCC3)C2)on1 (stereo not drawn)
 : 5	0	.	-4	3	-26	20	.	-2	-2	-20
O=C(CNCc1ccc(F)cc1)Nc1cc(S(=O)(=O)N2CCOCC2)ccc1Cl
 : 15	11	6	15	14	-3	-2	.	7	26	19
CC(=O)Nc1cc(-c2ccc(CO)cc2)cn2c(-c3ccc(F)cc3)cnc12
 : 12	13	.	-6	1	0	-19	.	-13	-2	5
CCC(C)NC(=O)C1(C)CCC(=O)N1CCc1ccc(OC)c(OC)c1 (stereo not drawn)
 : 7	14	8	3	8	3	-2	3	10	4	16
CCc1c(C)nc(N2CCN(Cc3ccccc3)CC2)[nH]c1=O
 : 1	6	4	20	4	15	-7	1	10	8	-7
Cc1ccc(S(=O)(=O)NCCCCCC(=O)Nc2ccccn2)cc1
 : 7	-9	11	-10	7	11	-1	-1	-21	-4	8
C=CCC1CCC/C(=N\NS(=O)(=O)c2ccc(C)cc2)C1 (stereo not drawn)
 : -12	-9	-4	10	-19	-18	-2	4	2	7	11
CCCOc1ccc(-c2nc(C#N)c(N3CCN(C)CC3)o2)cc1
 : 7	-2	-10	-13	-8	-16	-13	1	-6	-2	-21
COc1ccc(S(=O)(=O)NCCc2cn3cccc(C)c3n2)cc1OC
 : 6	-28	.	14	9	3	15	0	2	3	14
O=C(CCSCCc1ccccn1)Nc1ccc(Cc2ccncc2)cc1
 : 17	-2	-8	11	-2	-13	-8	4	7	-9	-7
O=S(=O)(NC1CCCC1)c1ccc(S(=O)(=O)N2CCCN(Cc3ccccc3)C2)cc1
 : 7	11	2	0	16	-6	-6	0	-4	4	-7
COc1ccccc1CNC(=O)C(=O)NCC1CCCN1S(=O)(=O)c1cccs1 (stereo not drawn)
 : 1	-5	10	7	0	6	14	1	8	-19	-10
Cc1ccc(S(=O)(=O)N(C)CC(=O)OCC(=O)NC(c2ccccc2)c2ccccc2)cc1
 : 7	3	5	7	-4	16	-4	-2	11	-22	-16
CCOC(=O)CNC(=O)c1ccc(Br)s1
 : 6	-6	2	-1	-5	8	19	-3	-2	-10	-20
COC(=O)CSc1nnc(CNC(=O)c2cccs2)n1-c1cccc(C)c1
 : -2	8	-9	-4	-23	4	1	.	0	-13	8

Next section
Value order – TROY NFkB inh	Shn3 inh set2	MITF TRPM1 inh	Peg3 prom inh	TRAIL sens C8	TWEAK-Fn14 inh	CF NFkB block	NR2E3 ag-1	HIF-2a block	KKLEB cytotox	NR2E3 ag-2
CCC1CCCCN1CCCNC(=O)c1ccc2c(c1)c(C)c(C)n2CC (stereo not drawn)
 : 7	-17	-8	-3	-8	13	-16	4	8	-12	-7
O=C1CN(C(=O)CSc2nncn2-c2ccccc2)c2ccccc2N1
 : 3	10	15	-2	-8	9	-1	-4	5	3	-19
Cc1cc(C)c(C(=O)CC(=O)c2cccnc2)c(C)c1
 : 2	28	9	11	-2	-25	-6	.	10	4	-6
COc1ccc(CNC(=O)C(c2ccco2)N(C(=O)c2csnn2)c2cccc(C)c2C)cc1 (stereo not drawn)
 : 6	6	8	6	0	8	0	1	16	1	-12
CC1CC(C)CN(C(=O)COC(=O)/C=C/c2cccc([N+](=O)[O-])c2)C1 (stereo not drawn)
 : -2	6	8	-8	16	-1	10	.	4	-23	14
CN1CCN(C2Cc3ccccc3Sc3ccc(Cl)cc32)CC1 (stereo not drawn)
 : 13	-6	-13	47	10	-6	8	-1	5	6	-23
CSc1nc(-c2ccco2)nn1C(=O)c1ccc(C)cc1
 : -7	-27	.	0	1	15	5	1	10	11	3
Cc1ccc(CC(=O)N2CC(C)OC(C)C2)cc1 (stereo not drawn)
 : 4	8	6	13	-1	19	-1	2	19	-7	-2
CN1/C(=C\C(=O)COC(=O)c2ccccc2O)C(C)(C)c2ccccc21
 : 1	20	5	-9	-4	-6	-2	-4	8	7	-18
COc1cc(C)c(S(=O)(=O)Nc2ccccc2F)cc1C
 : 14	7	19	3	-18	-5	11	-1	13	4	10
COc1cc2ccccc2cc1C(=O)N(CCN(C)C)c1nc2ccc(Br)cc2s1
 : -31	-20	-15	-9	18	-18	22	1	5	-1	2
CCc1cccc(C)c1NC(=O)CN1CCN(S(=O)(=O)c2ccc(C(C)(C)C)cc2)CC1
 : 20	9	-1	12	-14	-25	18	0	-5	-7	34
O=C(Nc1ccc(OC(F)(F)F)cc1)C1CC(c2ccc(F)cc2)=NO1 (stereo not drawn)
 : 14	11	-12	17	-6	-4	-1	0	18	2	-24
O=C(OCn1nnc2ccccc2c1=O)c1cc2ccccc2o1
 : 4	-13	6	1	-9	5	9	0	9	-4	-5
CCN(CC)C(=O)[C@H]1C[C@H](CC(=O)NCCc2ccccn2)C(=O)N2CCc3c([nH]c4ccc(Cl)cc34)[C@]12C
 : -5	-8	11	1	9	-3	-7	.	-2	5	-7
CCN(Cc1ccccc1)C(=O)Cn1c(=O)n(CC(=O)N2CCCCC2)c(=O)c2sccc21
 : 7	-12	8	8	14	0	-2	3	10	1	-39
N#Cc1c(N)c(C(=O)c2ccccc2)n2c1CCCC2
 : -12	20	-3	7	-11	8	6	0	6	2	-7
COc1cccc(CNC(=O)CCNC(=O)c2ccccc2OC)c1
 : 10	-4	-1	6	33	-12	11	1	10	-8	-35
CC(=O)C1C(c2ccc(C)cc2)c2c(n[nH]c2C)CC1(C)O (stereo not drawn)
 : -9	1	-6	9	5	8	-3	-3	7	7	-18
CC1CC(C)CN(C(=O)c2nn(C)c3c2CS(=O)(=O)c2ccccc2-3)C1 (stereo not drawn)
 : -10	-6	7	14	12	1	5	1	6	-3	-2
C/C(=N\NC(=O)CNc1ccccc1Cl)C(C)(C)C
 : -7	-22	-1	-76	-21	-16	-6	0	-44	10	-21
